PLCg1 inh: inhibitors of human phospholipase C gamma1 | inhibition, % at 12.2 µM | purified PLC-gamma1, fluorogenic substrate, fluorescence | P19174 | AID 720700 | 370,000 compounds, 0.84% hits; in the data active = inhibition above about 9.5%
DDE Tn6 FP inh: inhibitors of Tn6 peptide binding to human fibrin DD(E); P02675; Fibrin DD(E) TRITC-Tn6 fluorescence polarization displacement; inhibition, % at 8.3 µM; 370,000 compounds, 0.21% hits; AID 720509;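 active = inhibition above a per-campaign cutoff: mean of compounds within control limits plus 3 SD, cut at about 15% in these data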;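 also: 0% = median of all compound wells on the plate and 100% = blocking peptide control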
ARFGAP1 inh: rat ARFGAP1 inhibition; Q62848; Arfgap1-stimulated ARF1 GTP hydrolysis, GDP FP detection; inhibition, % at 16.5 µM; 360,000 compounds, 0.26% hits;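 active = inhibition above a per-plate limit, mean inhibition of low control wells plus 3 SD, cut at about 25% in these data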;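 also: 0% = DMSO wells with enzyme and 100% = wells lacking Arfgap1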
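Repeats: one replicate per compound; assay system: rat Arfgap1 catalytic domain, aa 1-136; times: enzyme reaction 120 min at 25 °C after 20 min preincubation; detection: FP of antibody-bound GDP Alexa 633 tracer, ex 620/em 688 nm; benchmarks: high control wells lacking Arfgap1, low control full reaction with DMSO; reagent: human ARF1(Δ1-17)-GTP substrate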
ASAP1 inh: inhibitors of human ASAP1 ArfGAP activity; Q9ULH1; ASAP1-stimulated ARF1 GTP hydrolysis, GDP FP detection; inhibition, % at 16.5 µM; 360,000 compounds, 0.19% hits; AID 624377; in the data active = inhibition above about 25%;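 also: 0% = vehicle with enzyme and substrate and 100% = no enzyme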
Target sequence (Q9ULH1 325-724 limits assumed): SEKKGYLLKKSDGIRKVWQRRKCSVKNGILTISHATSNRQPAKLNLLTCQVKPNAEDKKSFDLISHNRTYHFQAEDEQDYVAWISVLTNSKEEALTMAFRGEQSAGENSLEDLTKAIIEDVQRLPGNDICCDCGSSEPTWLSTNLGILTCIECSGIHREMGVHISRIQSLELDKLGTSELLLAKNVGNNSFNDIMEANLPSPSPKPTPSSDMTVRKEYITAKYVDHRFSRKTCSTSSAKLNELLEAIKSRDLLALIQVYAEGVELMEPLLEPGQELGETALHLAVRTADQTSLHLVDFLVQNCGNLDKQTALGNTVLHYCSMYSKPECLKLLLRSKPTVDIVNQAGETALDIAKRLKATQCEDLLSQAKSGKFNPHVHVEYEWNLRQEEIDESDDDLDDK
PLC-beta3 inh: blocks human PLC-beta3 enzyme activity | Purified PLC-beta3, fluorogenic substrate, fluorescence | 370,000 compounds, 0.18% hits | Q01970 | AID 720704 | inhibition, % at 12.2 µM; in the data active = inhibition above about 11%;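 also: 0% = median of compound wells on plate and 100% = full blocker control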
proKLK7 act: activators of human kallikrein-7 zymogen; P49862; purified proKLK7, EDANS-DABCYL substrate fluorescence; 100% is mature enzyme control, 0% vehicle; activation, % at 7 µM; 370,000 compounds, 0.9% hits; AID 652039;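 active = activation above the mean of all tested compounds plus 3 SD, computed per campaign excluding outliers beyond control limits, cut at about 13% in these data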
NR1D1 modulator: modulates human Rev-erb alpha binding to DNA; P20393; activity, % at 10 µM; Rev-erbα–FITC-DNA binding, fluorescence polarization, 90 min; AID 1259318; 370,000 compounds, 0.79% hits;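 active = activity above about 14%, limit read from the data; passing the limit was not always enough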;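 also: 0% = DMSO wells with 35 nM protein and 100% = DMSO wells with 750 nM protein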
Target sequence (P20393 whole entry, looked up): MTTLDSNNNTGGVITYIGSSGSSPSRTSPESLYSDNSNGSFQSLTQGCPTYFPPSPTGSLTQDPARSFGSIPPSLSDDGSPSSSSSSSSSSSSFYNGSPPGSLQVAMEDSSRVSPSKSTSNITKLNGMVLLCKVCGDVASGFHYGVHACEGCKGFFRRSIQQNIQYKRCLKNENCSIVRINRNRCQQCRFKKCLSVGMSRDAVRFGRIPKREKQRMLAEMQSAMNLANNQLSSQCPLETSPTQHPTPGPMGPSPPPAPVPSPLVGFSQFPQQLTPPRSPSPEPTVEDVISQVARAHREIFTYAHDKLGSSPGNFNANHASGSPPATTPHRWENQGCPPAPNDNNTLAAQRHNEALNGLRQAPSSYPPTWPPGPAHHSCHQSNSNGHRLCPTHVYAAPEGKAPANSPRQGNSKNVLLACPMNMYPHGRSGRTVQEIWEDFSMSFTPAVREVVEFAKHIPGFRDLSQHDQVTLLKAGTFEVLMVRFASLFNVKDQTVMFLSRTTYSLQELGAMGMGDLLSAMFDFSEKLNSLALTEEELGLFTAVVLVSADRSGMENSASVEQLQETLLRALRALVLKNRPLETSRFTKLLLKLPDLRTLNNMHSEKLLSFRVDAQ
DDE Tn7 FP inh: disrupts Tn7 cyclic peptide binding to fibrin D-Dimer-E complex; 370,000 compounds, 0.13% hits; FP displacement of FITC-Tn7 peptide from fibrin DD(E); 0% = median of compound wells per plate; AID 720508; inhibition, % at 8.3 µM;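 active = inhibition above the mean of compounds falling within the control limits plus 3 SD of them, cut at about 14% in these data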;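 also: 0% = plate median of compound wells and 100% = 10 µM Aha-Tn7 peptide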
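assay system = human clot-derived fibrin DD(E) complex | quantity = Fibrin-DD(E) at 2 µM final | timing = 10 min preincubation, 3 h with tracer, room temperature | signal = fluorescence polarization | measure = percent inhibition | benchmarks = high control wells with 10 µM unlabelled Aha-Tn7 peptide (full inhibition) | replicates = singlicate testing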
sPLA2-III inh: Inhibits HGIII-sPLA2 liposome hydrolysis, primary screen; Q9NZ20; QFRET BODIPY PC-A2 liposome hydrolysis, fluorescence; inhibition, % at 12.2 µM; 370,000 compounds, 0.56% hits; AID 743126;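 active = inhibition above mean plus 3 SD of compounds lying within the high and low control bounds, cut at about 19% in these data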;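 also: 0% = median of test compound wells and 100% = no enzyme DMSO wells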
UHRF1 binding: blocks human UHRF1 binding to methylated DNA. inhibition, % at 4.4 µM. Q96T88. UHRF1 binding to methylated oligo, TR-FRET. 370,000 compounds, 0.75% hits; in the data active = inhibition above about 21%;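 also: UHRF1 SRA domain binding a hemimethylated CpG hairpin DNA probe; 0% = median of test compound wells and 100% = reference inhibitor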
* marks the source's active call; other numbers are inactive results; / = not tested or not shown.

SMILES	PLCg1 inh	DDE Tn6 FP inh	ARFGAP1 inh	ASAP1 inh	PLC-beta3 inh	proKLK7 act	NR1D1 modulator	DDE Tn7 FP inh	sPLA2-III inh	UHRF1 binding
C=C1CCC[C@]2(C)C[C@H]3OC(=O)C(CNC(C)(CO)CO)[C@H]3CC12 (stereo partly specified)	2	0	3	-7	-3	-0.2	1	9	7	2
COc1cc(/C=C(\NC(=O)c2cc(OC)c(OC)c(OC)c2)C(=O)NC(C(=O)O)c2ccccc2)cc(OC)c1OC (stereo unspecified)	-3	6	-6	-1	-12	0.1	0	5	12	0
COc1cc(OC)cc(-c2nnc(SCC(=O)Nc3cccc(C(=O)O)c3)s2)c1	0	0	3	-7	0	-0.3	3	-5	-2	0
Cc1ccccc1CC(=O)NC1CCN(Cc2ccccc2)CC1	0	3	-8	7	-6	0.1	-6	5	-2	0
Cc1cc([N+](=O)[O-])nn1CC(=O)NC(C)c1ccccc1 (stereo unspecified)	1	6	9	-10	-1	0.2	-6	6	2	8
COc1ccc(Cn2nnc3c(=O)[nH]c(C4CCCN(C(=O)c5ccccc5)C4)nc32)cc1 (stereo unspecified)	5	-3	0	11	4	-0.6	2	0	-17	2
CCCc1cc(=S)n2c([nH]c3ccccc32)c1C#N	-186	1	-8	-2	-188	-5.1	0	0	-4	-5
CC(C)(C)C(=O)c1c(N)[nH]c(C(=O)c2ccccc2)c1-c1ccc(Br)cc1	-1	-2	-1	-9	-2	-0.3	3	4	2	-2
CCCCOC(=O)Nc1ccc(N2CCOCC2)cc1	7	-10	12	7	1	0.6	-3	-6	3	1
c1ccc(OCCCCN2CCCCC2)cc1	2	3	-2	-4	-1	0.2	1	-4	-3	6
O=C(NC(=S)Nc1ncccn1)c1ccc(F)cc1	1	1	-3	1	-5	0.2	-2	4	9	-1
O=C(NCc1ccccc1)[C@@H]1CCCN1C(=O)[C@H]1CCCN1C(=O)c1ccc(OC(F)(F)F)cc1	-1	2	1	-6	-1	-0.2	1	5	-1	2
COCCC(=O)N1CCC(Oc2ccc(C(=O)NCCSC)cc2)CC1	0	3	9	-11	-6	0.0	1	-8	5	0
CN(C)S(=O)(=O)c1cccc(C(=O)NC(=S)N(CCC#N)Cc2cccnc2)c1	0	2	10	-6	-7	-0.6	3	-4	4	1
Cc1c(NC(=O)Nc2ccc3c(c2)OCO3)c(=O)n(-c2ccccc2)n1C	-2	0	11	0	1	0.0	1	-1	12	-3
CCOC(=O)c1ccc(NC(=O)C(=O)NCCc2ccc(OC)cc2)cc1	-1	1	0	-4	-2	0.3	-7	4	2	0
O=C(CN(CC1CCCO1)C(=O)CNS(=O)(=O)c1ccc(F)cc1)NCc1ccc(F)cc1 (stereo unspecified)	1	-4	-5	1	-4	-0.4	3	-1	4	1
Cc1[nH]c(=O)[nH]c(=O)c1/C=N/NC(=O)CCCCCNC(=O)OC(C)(C)C	7	-3	6	7	-3	-0.2	-2	8	4	-1
O=S(=O)(NCC1CCCO1)c1ccc2c(c1)OCCO2 (stereo unspecified)	2	1	6	-15	1	-0.1	0	6	-4	1
O=C(NC1CCCC1)C1CC(=O)N(CCc2ccccc2)C1 (stereo unspecified)	1	1	-10	-1	1	0.1	0	1	3	4
O=C(Cc1cccs1)NCCn1ccc2ccccc21	-1	-1	2	-3	3	0.1	7	3	-2	-2
Cn1cc(S(=O)(=O)NC[C@H]2O[C@@H](n3cnc4c(N)ncnc43)[C@H](O)[C@@H]2O)cn1	0	-2	2	-11	0	-0.8	0	-3	1	-2
CC1SCC(=NOCc2ccccc2)CS1 (stereo unspecified)	-1	-3	3	-9	-4	0.5	-5	4	-4	2
CCOC(=O)c1cccnc1SCC(=O)N(CC)c1cccc(C)c1	1	3	2	-18	3	0.9	-3	6	-3	1
COC(=O)[C@]12C[C@H](CC(=O)NCc3cccs3)C(=O)N(Cc3cccc4ccccc34)C1=C[C@H](COCc1ccccc1)O[C@@H]2C	4	1	/	/	-2	0.2	0	-1	-17	1
CCOC(=O)CC[C@@]1(C(=O)OCC)C[C@@H](CC(=O)NCc2cccs2)C(=O)N2CCCC=C21	-1	-5	/	/	0	0.0	-1	-1	5	0
CCN1CCN(S(=O)(=O)c2ccc(Cl)c(C(=O)Nc3ccccc3N3CCOCC3)c2)CC1	1	5	8	6	-5	0.3	-4	-4	1	3
O=C1CC(SCc2nc3ccccc3[nH]2)C(=O)N1c1ccc(F)c(Cl)c1 (stereo unspecified)	-135	5	4	-8	-157	-0.7	1	2	-8	-13
CN(C)Cc1c(-c2ccc(Cl)cc2)nc2ccc(Cl)cn12	-3	1	0	19	-3	0.4	3	1	6	3
CC1COC(C)(CC(=O)NN2C(=O)c3ccccc3C2=O)O1 (stereo unspecified)	8	-1	0	-15	2	-0.5	1	-10	17	2
CC(=O)N1CCN(c2ccc(NCc3ccc(C)s3)cc2)CC1	-358	4	-10	-2	-439	-16	-3	3	7	0
CC1CCCC(NC(=O)CCC(=O)N2CCOc3ccccc32)C1C (stereo unspecified)	3	-1	-10	-11	-1	0.4	5	1	4	-1
O=C(N/N=C/C(Cl)=C/c1ccccc1)c1ccc2c(c1)OCO2	-6	-4	29*	23	-10	5.5	-18	0	2	-5
CCCCC(C(=O)NC1CCCC1)N(Cc1ccccc1)C(=O)c1snc(C(N)=O)c1N (stereo unspecified)	-61	11	-5	-18	-100	1.2	22*	6	7	0
CCc1cc(Cn2nc(-c3ccccc3)cc2C(=O)NCC2CC2)on1	-3	-5	6	7	-1	0.4	2	0	0	1
Cc1ccc(-c2cc(N)n(-c3ccc(C)cc3)n2)cc1	-1	1	8	-10	-4	-0.8	-3	-1	-4	2
O=C(NCCc1ccc(F)cc1)C1CCCO1 (stereo unspecified)	6	-2	8	-10	-2	0.6	0	0	1	0
C=CCNC(=S)NNC(=O)c1ccccc1	-1	4	-5	-14	1	0.0	0	-1	12	-1
CCCNc1ncnc2[nH]ncc12	2	5	-9	-9	3	-0.1	3	-6	-1	1
Cc1cccc(NC(=S)NC2CC3CCCC(C2)N3CC(C)C)c1C (stereo unspecified)	0	0	-1	-4	4	-0.4	0	-5	14	-3

Three of the entries above in order of the proKLK7 act value, low to high.
SMILES	PLCg1 inh	DDE Tn6 FP inh	ARFGAP1 inh	ASAP1 inh	PLC-beta3 inh	proKLK7 act	NR1D1 modulator	DDE Tn7 FP inh	sPLA2-III inh	UHRF1 binding
CC(C)(C)C(=O)c1c(N)[nH]c(C(=O)c2ccccc2)c1-c1ccc(Br)cc1	-1	-2	-1	-9	-2	-0.3	3	4	2	-2
COc1cc(/C=C(\NC(=O)c2cc(OC)c(OC)c(OC)c2)C(=O)NC(C(=O)O)c2ccccc2)cc(OC)c1OC (stereo unspecified)	-3	6	-6	-1	-12	0.1	0	5	12	0
CN(C)Cc1c(-c2ccc(Cl)cc2)nc2ccc(Cl)cn12	-3	1	0	19	-3	0.4	3	1	6	3

Next section.
SMILES	PLCg1 inh	DDE Tn6 FP inh	ARFGAP1 inh	ASAP1 inh	PLC-beta3 inh	proKLK7 act	NR1D1 modulator	DDE Tn7 FP inh	sPLA2-III inh	UHRF1 binding
COC1=CC2(O)CCCC2=CC1=O (stereo unspecified)	1	-1	-2	8	1	-0.1	1	8	9	-2
O=C(COC(=O)CCNS(=O)(=O)c1ccccc1)NC1CC1	-1	5	2	6	1	0.2	3	3	-3	-2
O=C(N/N=C/c1ccccc1)c1[nH]c2ccc(Br)cc2c1-c1ccccc1	6	-3	7	12	3	-0.7	5	-4	9	1
COCCn1nnnc1C(c1ccc(C)cc1)N1CCN(Cc2ccc3c(c2)OCO3)CC1 (stereo unspecified)	2	8	-6	-10	2	-0.7	-6	-13	-4	20
CC1(C(=O)NCCN2CCOCC2)C=CC2(CCCCC2)N1C(=O)c1ccccc1 (stereo unspecified)	0	4	-13	-11	0	-0.3	-3	3	4	0
Cc1ccc(S(=O)(=O)NCCc2nnc3ccc(N4CCOCC4)nn23)cc1	4	-7	0	-6	-4	-0.1	-3	0	5	2
COc1cc(CN(C(=S)NCC(=O)N2CCCC2)C2CCCC2)cc(OC)c1OC	-1	-1	-9	-10	-5	-0.3	-7	7	3	-1
COc1ccc(C=CC(=O)c2ccc(OC)c(OC)c2)cc1O	-7	-14	9	-5	-8	-0.3	5	5	-31	-4
CCOC(=O)C1CCCN(C(=O)c2ccc(Cl)cc2)C1 (stereo unspecified)	1	-3	-9	10	-8	-0.2	2	2	7	3
CC(C)c1ccc(NC2CCCN(C(=O)c3cccc4nccnc34)C2)cc1 (stereo unspecified)	-2	7	4	-2	-3	0.2	1	3	-2	-2
CCOCC(=O)Nc1cc(S(=O)(=O)N2CCOCC2)ccc1N1CCCCC1	-7	0	2	-1	-21	0.1	-4	-5	-8	1
Oc1nc(-c2ccc(Br)cc2)n2ccncc12	-12	9	-5	-11	-11	5.0	-4	1	-8	-5
Cc1cccc(C(=O)OCC(=O)N2CCCCCC2)c1O	1	5	11	-11	-2	0.5	5	0	4	2
COc1ccc(OC)c(C(=O)NC(CC(N)=O)c2ccc(N3CCC(N4CCCCC4)CC3)c([N+](=O)[O-])c2)c1 (stereo unspecified)	1	5	6	9	1	1.0	3	5	-5	-5
Cc1ccc(-n2ncc3c(=O)n(CC(=O)N4CCCCCC4)cnc32)cc1	-8	-4	8	-7	-7	-0.2	2	-6	6	0
Cc1ccc(S(=O)(=O)NN(Cc2ccccc2)Cc2ccccc2)cc1	-1	-1	11	-12	3	-0.1	-3	-10	-3	-1
COc1ccc2c(C)cc(SCC(=O)NC3CCCCC3)nc2c1	-2	-8	7	-5	1	-0.1	121*	0	9	3
O=[N+]([O-])c1ccc(SCc2ccco2)cc1N1CCOCC1	3	0	-4	-1	-4	-0.2	2	-4	-5	-1
OCCNc1ncnc2c1ncn2[C@H]1CN(Cc2ccc(Cl)cc2)C[C@@H](CO)O1	2	-1	1	-21	3	0.7	3	0	6	0
CNC(=O)/C(C#N)=C/c1c(N2CCN(c3ccc(OC)cc3)CC2)nc2c(C)cccn2c1=O	-22	6	-3	8	-44	4.2	-3	2	-1	-7
COCCNc1nc(N)c([N+](=O)[O-])c(N2CCCCCC2)n1	7	-4	9	3	-4	0.1	3	-1	4	-3
Cc1ccc(NC(=O)CN(C)C(=O)c2cc(C)on2)cc1	0	1	2	1	-3	-0.3	-6	0	-2	3
c1ccn2cc(CSc3nnc4ccccn34)nc2c1	-1	-3	4	8	-1	-0.5	-1	-9	0	-2
CC(C)c1ccc(C(=O)N2CCOCC2c2cc(C(=O)Nc3ccccc3)no2)cc1 (stereo unspecified)	-1	10	-4	-4	-2	0.7	5	12	-3	3
Oc1cccc(Nc2nc(-c3ccccc3Cl)nc3ccccc23)c1	-68	-10	11	11	-100	1.3	-1	-6	-32	-1

Bioassay records as filed in PubChem.
